Screening results as filed in PubChem.
GAA glycogen – alters human alpha-glucosidase cleavage of glycogen; P10253; recombinant GAA, glycogen substrate, Amplex Red glucose oxidase fluorescence; Potency, µM (titrated, usually from 76.4 µM), without a hit: top-dose activity change, negative = inhibition, most hits filed as inhibitors; 0.38% of 300,000 active; AID 2100; active means well fitted inhibition curve with a large enough effect;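 further: 0% = full enzyme reaction and -100% = no-enzyme basal signal; the screen sought inhibitors and activators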
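Recombinant human enzyme (4 nM); glycogen substrate; 37 C, 40 min, pH 5.0. Readout: coupled glucose oxidase/Amplex Red fluorescence.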
An asterisk follows results filed as active; & = joins results of further samples; [ ] = dose if it differs, or a comment. Potency means the concentration at half of the fitted maximal effect. This is a subset; count on the stated rates, not on these rows.

Results for O=C(O)Cn1c(=O)n(Cc2ccccc2)c2ccccc21 ?
GAA glycogen: -10.2%[76.3 µM]

What do the screens show for `CCCOc1cccc(C(=O)N/N=C/c2ccoc2)c1`?
GAA glycogen: -9.0%[76.3 µM]

Results for CCOc1ccc(S(=O)(=O)c2c(C(=O)c3ccc(CC)cc3)cnc3ccc(C)cc23)cc1 ?
GAA glycogen: 3.2%[76.3 µM]

Results for CN(C)c1ccc(C(=O)NCCCSc2ccccc2)cc1 ?
GAA glycogen: -15.3%[76.3 µM]

How did O=C1NCCCN1Cc1ccc(Cl)cc1 do in these assays?
GAA glycogen: 7.8%

What do the screens show for `O=c1c2cc(F)ccc2[nH]c(=S)n1Cc1ccc(F)cc1`?
GAA glycogen: -5.7%

How did O=C(CCn1cccn1)N1CCCC(N2CCN(c3cccc(Cl)c3)CC2)C1 (stereo not given) do in these assays?
GAA glycogen: -0.7%[76.3 µM]

Results for O=C(O)CN1C(=O)C(=O)N(Cc2ccc(C(F)(F)F)cc2)C1=O ?
GAA glycogen: 3.0%

Results for Cn1cc(C(=O)NCCc2ccc(Cl)cc2)c(=O)c2cc(S(=O)(=O)N3CCCCC3)ccc21 ?
GAA glycogen: -5.4%[76.3 µM]

How did Cc1cccc(CN2CCCC(C(=O)Nc3ccc(-c4cscn4)cc3)C2)c1 (stereo not given) do in these assays?
GAA glycogen: -5.4%[76.3 µM]

What do the screens show for `COc1ccc2c3c(c(=O)oc2c1)C1O[C@](CCCCN2C(=O)c4ccccc4C2=O)(Cc2cc(OC)c(OC)cc21)O3`?
GAA glycogen: -8.6%[15.3 µM]

What do the screens show for `CC(=O)Nc1ccc(NC(=O)C(C)OC(=O)CCC2CCCCC2)cc1` (stereo not given)?
GAA glycogen: 9.7%[76.3 µM]

How did CCOC(=O)c1cccc(NS(=O)(=O)c2c(C)[nH]c(C)c2C(=O)N2CCCC2)c1 do in these assays?
GAA glycogen: 13.4%[76.3 µM]

What do the screens show for `CN(C(=O)c1cc(S(=O)(=O)N2CCOCC2)cs1)c1ccccc1`?
GAA glycogen: -7.9%[76.3 µM]

How did O=C(Nc1ccccc1Cl)N1CCC2(CC1)Oc1ccccc1C(=O)N2Cc1ccc(F)cc1 do in these assays?
GAA glycogen: 7.7%[76.3 µM]

Results for COc1ccc(CNc2ncnc3ccccc23)cc1 ?
GAA glycogen: -14.1%

What do the screens show for `CCCc1cc(=O)n2[nH]c(NC(=O)c3ccc(C(C)(C)C)cc3)nc2n1`?
GAA glycogen: 4.9%[76.3 µM]

Results for COc1ccc(Oc2cn[nH]c2-c2ccc(OCC(=O)NN)cc2O)cc1 ?
GAA glycogen: 4.3%

What do the screens show for `CC(=O)c1c(C)[nH]c(C(=O)Nc2cccc(C)c2C)c1C`?
GAA glycogen: -1.6%

Results for COC(=O)N1C(=O)[C@@](c2ccc(OC)cc2)(C(C)C)N1C(=O)OC ?
GAA glycogen: -8.6%[76.3 µM]

How did CCOc1ccc(-n2c(SCC(=O)Nc3cccc(Cl)c3)nc3c(oc4ccccc43)c2=O)cc1 do in these assays?
GAA glycogen: 5.6%[76.3 µM]

How did COc1ccc(NS(=O)(=O)c2ccc3c(c2)n(C)c(=O)c(=O)n3C)cc1Cl do in these assays?
GAA glycogen: 18.2%[76.3 µM]

Results for COc1ccc(Cn2c(=O)[nH]c3cc(C(=O)N4CCN(c5ccccc5OC)CC4)ccc3c2=O)cc1 ?
GAA glycogen: -5.8%[76.3 µM]

How did CCn1c(CC(=O)Nc2ccccc2)nnc1SCC(=O)Nc1nnc(C)s1 do in these assays?
GAA glycogen: -12.5%

Results for COc1ccc(CCC(=O)Nc2ncc(C)s2)cc1OC ?
GAA glycogen: 4.0%

How did COC(=O)Nc1ccc(S(=O)(=O)Nc2cc(OC)nc(OC)n2)cc1 do in these assays?
GAA glycogen: 3.5%[76.3 µM]

What do the screens show for `CSCC[C@H](NC(=O)Cc1c(C)c2c(cc(C)c3c(C)c(C)oc32)oc1=O)C(=O)O`?
GAA glycogen: -5.8%

Results for CCc1c(C(=O)N2CCCN(C)CC2)csc1C ?
GAA glycogen: 0.0%[76.3 µM]

How did CC(C)OCCCNC(=O)c1ccc2c(c1)N(Cc1c(F)cccc1Cl)C(=O)c1ccccc1S2 do in these assays?
GAA glycogen: 4.7%[76.3 µM]

How did O=C(Cc1ccccc1)Nc1ccc(NC(=O)c2cccnc2)cc1 do in these assays?
GAA glycogen: 10.7%[76.3 µM]

How did Cc1ccc(C(=O)Nc2ccccc2N2CCCCC2)o1 do in these assays?
GAA glycogen: 0.5%[76.3 µM]

How did COc1ccc(C2CC(c3cccs3)=NN2C(=O)CCl)cc1OC (stereo not given) do in these assays?
GAA glycogen: 6.3%

What do the screens show for `Cc1ccc(NC(=O)Nc2ccc3snnc3c2)cc1C`?
GAA glycogen: 11.6%[76.3 µM]

How did CCOC(=O)c1ccc(Nc2nc(N)c3cc(OC)c(OC)cc3n2)cc1 do in these assays?
GAA glycogen: -1.4%

What do the screens show for `COc1ccccc1N1CCN(Cc2ccc(C(=O)O)cc2)CC1`?
GAA glycogen: -8.7%[76.3 µM]

What do the screens show for `C[C@@]12C(=O)N(c3ccc(F)cc3)C(=O)N1[C@@H]1c3ccccc3OC[C@@H]1[C@H]2c1ccccc1`?
GAA glycogen: 0.1%[76.3 µM]

How did Cc1ccc(-c2nnc(Nc3cccc(O)c3)c3ccccc23)cc1S(=O)(=O)NCC1CCCO1 (stereo not given) do in these assays?
GAA glycogen: -12.9%[76.3 µM]

How did COc1ccccc1Oc1cn[nH]c1-c1ccc(OCC(=O)NN)cc1O do in these assays?
GAA glycogen: -5.1%

How did Cc1cc(C)n(-c2nc3ccccc3c(=O)n2OCC(C)C)n1 do in these assays?
GAA glycogen: -0.2%

What do the screens show for `CCOC(=O)Cc1csc(N/N=C\c2ccccc2OC)n1`?
GAA glycogen: 0.4%[76.3 µM]

What do the screens show for `CC(C)c1ccc(Nc2c(-c3ccccn3)nc3ccccn23)cc1`?
GAA glycogen: 5.62µM*

How did COc1cccc(CNCCSc2nnnn2C)c1OCc1ccc(Cl)cc1 do in these assays?
GAA glycogen: -7.1%[76.3 µM]

Results for O=C(Cn1nc(C(F)(F)F)c2c1CCCC2)Nc1ccc(F)c(Cl)c1 ?
GAA glycogen: 11.6%[76.3 µM]

Results for Cc1c(N(C)S(=O)(=O)c2cc(C(=O)N3CCCC3)ccc2Cl)c(=O)n(-c2ccccc2)n1C ?
GAA glycogen: -5.6%[76.3 µM]

What do the screens show for `CC(C)C(=O)Nc1c(-c2ccccc2F)c(=O)c2ccccc2n1C`?
GAA glycogen: 1.2%

How did Cc1cc(NC(=O)C2CC(=O)N(c3ccc(F)cc3)C2)no1 (stereo not given) do in these assays?
GAA glycogen: -0.8%

How did Cc1ccc(C)c(-c2cc(C(=O)Nc3cccnc3)c3ccccc3n2)c1 do in these assays?
GAA glycogen: -2.0%[76.3 µM]

How did CCc1ccc(N(CC)C(=O)c2cn(C)c(=O)c3cc(OC)c(OC)cc23)cc1 do in these assays?
GAA glycogen: 18.0%[76.3 µM]

What do the screens show for `Cn1c2ccccc2c2cnn(CC(=O)Nc3ccccc3C(F)(F)F)c(=O)c21`?
GAA glycogen: 16.8%[76.3 µM]

What do the screens show for `CCC(=O)Nc1sc2c(c1C(=O)OC)CCN(Cc1ccccc1)C2`?
GAA glycogen: 12.4%[76.3 µM]

How did CSc1nc(N)c(NC(=O)c2ccc(Br)o2)c(=O)[nH]1 do in these assays?
GAA glycogen: -11.9%[76.3 µM]

Results for Cc1c(Cl)cccc1NC(=O)CS(=O)(=O)c1ccccc1 ?
GAA glycogen: -2.1%[76.3 µM]

Results for CCSc1nc2sccc2c(=O)n1-c1ccccc1 ?
GAA glycogen: 15.2%

What do the screens show for `CCOC(=O)C1CCCN(C(=O)c2cc3cc(F)ccc3[nH]2)C1` (stereo not given)?
GAA glycogen: -8.3%

What do the screens show for `Cc1ccc(N(C(=O)CNC(=O)c2ccco2)C(C(=O)NC2CCCC2)c2ccncc2)c(C)c1` (stereo not given)?
GAA glycogen: -4.3%

Results for C/C(=N\NC(=O)NC1CCCCC1)c1ccc(Cl)s1 ?
GAA glycogen: 1.7%

Results for CC(NC(=O)Cn1c(=O)oc2cc(S(=O)(=O)NCc3ccccc3)ccc21)c1ccccc1 (stereo not given) ?
GAA glycogen: -8.2%[76.3 µM]

Results for O=C(C(=O)N1CCOCC1)c1cn(CC(=O)N2CCCCC2)c2ccccc12 ?
GAA glycogen: -0.9%[76.3 µM]

How did COc1ccc(OC)c(CC(NC(C)=O)C(=O)NC2CCN(S(=O)(=O)c3ccc(NC(C)=O)cc3)CC2)c1 (stereo not given) do in these assays?
GAA glycogen: -10.4%

How did Fc1ccccc1Nc1nc2ccccc2o1 do in these assays?
GAA glycogen: -9.4%

How did CCCOc1cccc(C(=O)NCCCNC(=O)c2ccccn2)c1 do in these assays?
GAA glycogen: 0.4%[76.3 µM]

What do the screens show for `O=c1[nH]c(=S)n(-c2cccc(C(F)(F)F)c2)c(O)c1C=NCCN1CCNCC1`?
GAA glycogen: -19.5%

How did CCCCOC(=O)/C(C#N)=C/c1ccc(-c2cccc(C(F)(F)F)c2)o1 do in these assays?
GAA glycogen: -5.4%[76.3 µM]

What do the screens show for `FC(F)(F)c1cccc(N2CCN(Cc3nnc(-c4ccccc4)o3)CC2)c1`?
GAA glycogen: -5.4%[76.3 µM]

Results for CN(C)CCCN(C(=O)c1ccc(S(=O)(=O)N2CCCCCC2)cc1)c1nc2ccc(F)cc2s1 ?
GAA glycogen: -1.8%[76.3 µM]

What do the screens show for `COc1ccc(CN2CCC(C(=O)Nc3ccc(Oc4ccccc4)nc3)CC2)cc1F`?
GAA glycogen: 1.3%[76.3 µM]

How did CC(C)(C)NC(=O)CN(Cc1ccc2c(c1)OCO2)C(=O)CNS(=O)(=O)c1ccccc1 do in these assays?
GAA glycogen: 6.8%[76.3 µM]

How did CCOc1ccc(NC(=O)CCNC(=O)Cn2cnc3ccccc3c2=O)cc1 do in these assays?
GAA glycogen: 1.7%[76.3 µM]

What do the screens show for `CCn1cc(C(=O)NCCCN2CCC(C)CC2)c(=O)c2cc(S(=O)(=O)N(C)C3CCCCC3)ccc21`?
GAA glycogen: 11.8%[76.3 µM]

What do the screens show for `Fc1ccc(-c2nc(Nc3ccc(F)c(Cl)c3)nc3c2COc2ccccc2-3)cc1`?
GAA glycogen: -3.5%[76.3 µM]

What do the screens show for `Cc1ccc(Cl)cc1N1CCN(C(=O)c2cn(C3CCCCC3)c(=O)c3c2c2ccccc2n3C)CC1`?
GAA glycogen: 6.0%[76.3 µM]

What do the screens show for `CCCOc1ccc(-c2nc3ccccc3c(=O)o2)cc1`?
GAA glycogen: 14.2%[76.3 µM]

Results for CSc1ccc(S(=O)(=O)Nc2ccccc2C(=O)N2CCOCC2)cc1 ?
GAA glycogen: 5.8%[76.3 µM]

How did Cc1ccc(C(=O)O/N=C(\N)Cc2cccs2)cc1[N+](=O)[O-] do in these assays?
GAA glycogen: -1.0%[76.3 µM]

Results for Cn1c2ccccc2c(=O)c2ccc(F)cc21 ?
GAA glycogen: -6.3%[76.3 µM]

How did COc1cccc(CN2CCC(C(=O)Nc3ccc(Oc4cccnc4)cc3)CC2)c1 do in these assays?
GAA glycogen: -1.5%[76.3 µM]

What do the screens show for `CCN(c1ccccc1)S(=O)(=O)c1cccc(C(=O)NCC(c2ccco2)N2CCCC2)c1` (stereo not given)?
GAA glycogen: -9.2%[76.3 µM]

How did CN(C)S(=O)(=O)n1cc(/C=C(\NC(=O)c2ccccc2F)C(=O)NCCCn2ccnc2)c2ccccc21 do in these assays?
GAA glycogen: -15.1%&-0.6%[76.3 µM]

What do the screens show for `COc1ccc(NC(=O)CCc2c(C)nn(-c3ccc(N4CCOCC4)nn3)c2C)cc1`?
GAA glycogen: 2.2%[76.3 µM]

What do the screens show for `Cc1ccc2oc(C(=O)Nc3sc4c(c3C(=O)NCc3ccco3)CCC4)cc(=O)c2c1`?
GAA glycogen: -2.6%[76.3 µM]

The final two records of the part before open the next one.
What do the screens show for `COc1ccc(NC(=O)CCc2c(C)nn(-c3ccc(N4CCOCC4)nn3)c2C)cc1`?
GAA glycogen: 2.2%[76.3 µM]

What do the screens show for `Cc1ccc2oc(C(=O)Nc3sc4c(c3C(=O)NCc3ccco3)CCC4)cc(=O)c2c1`?
GAA glycogen: -2.6%[76.3 µM]

What do the screens show for `Nc1cc(C(F)(F)F)ccc1NCCc1ccccn1`?
GAA glycogen: -1.1%

What do the screens show for `FC(F)(F)c1cccc(Nc2c3c(nc4ccc(Cl)cc24)CCC3)c1`?
GAA glycogen: -22.2%[76.3 µM]

How did COc1cccc(C(=O)NC2CC(C)(C)Cc3c2cnn3-c2cccc(F)c2)c1OC (stereo not given) do in these assays?
GAA glycogen: -3.6%[76.3 µM]

Results for CC(C)c1ccc(NC(=O)NC2(C(=O)NCc3cccnc3)CCCCC2)cc1 ?
GAA glycogen: 12.3%[76.3 µM]

Results for O=c1[nH]c(Cc2cccc(C(F)(F)F)c2)nc2ccccc12 ?
GAA glycogen: 2.6%

Results for CCOc1ccc(CCNC(=O)CCc2c(C)nc3c4c(C)cc(C)nc4nn3c2C)cc1 ?
GAA glycogen: 1.0%[76.3 µM]

Results for Cc1nn(C(C)C(=O)NCc2ccc(OC(C)C)cc2)c(=O)c2c1sc1ccccc12 (stereo not given) ?
GAA glycogen: -11.7%[76.3 µM]

Fetched by compound from the list above:
Results for CCOc1ccc(CCNC(=O)CCc2c(C)nc3c4c(C)cc(C)nc4nn3c2C)cc1 ?
GAA glycogen: 1.0%[76.3 µM]

Results for O=c1[nH]c(Cc2cccc(C(F)(F)F)c2)nc2ccccc12 ?
GAA glycogen: 2.6%

What do the screens show for `FC(F)(F)c1cccc(Nc2c3c(nc4ccc(Cl)cc24)CCC3)c1`?
GAA glycogen: -22.2%[76.3 µM]

Results for CC(C)c1ccc(NC(=O)NC2(C(=O)NCc3cccnc3)CCCCC2)cc1 ?
GAA glycogen: 12.3%[76.3 µM]

Results for Cc1nn(C(C)C(=O)NCc2ccc(OC(C)C)cc2)c(=O)c2c1sc1ccccc12 (stereo not given) ?
GAA glycogen: -11.7%[76.3 µM]
